# KKLEB tox: reduces viability of KKLEB cystic fibrosis airway cells; KKLEB CF airway cells viability, ATPlite luminescence, overnight; active compounds read low; cells stimulated with P. aeruginosa culture filtrate; activity change (cytotoxicity), % at 5 µM; hit rate 0.36% among 360,000; AID 602141;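 active = corrected activity change at or below -50% at 5 µM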
# TROY signal inh: inhibitors of TROY-dependent NF-kB signaling; hit rate 0.98% among 360,000; Q293 LMP1-TROYcd NF-kB luciferase reporter, 4 h; inhibition, % at 10 µM;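 active = compounds whose plate-normalised and pattern-corrected inhibition of the luciferase reporter signal at the single screening dose is 50% or more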
# NR5A2 inv ag: NR5A2 inverse agonism in reporter assay; O00482; HEK293T StAR-luciferase reporter, LRH-1 transfected, 24 h; inhibition, % at 3.6 µM; hit rate 0.13% among 360,000;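 active = inhibition above the mean inhibition of all tested compounds plus 3 SD, cut at about 73% in these data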;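 also: 0% = DMSO wells and 100% = reporter-only cells lacking LRH-1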
# SRC2 inh: human SRC2 (NCOA2) inhibition | Q15596 | HEK293 GAL4-SRC2 luciferase reporter, luminescence | inhibition, % at 9 µM | hit rate 0.17% among 370,000 | AID 651957;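 active = inhibition above the mean inhibition of all tested compounds plus 3 SD, set per campaign, cut at about 52% in these data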;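 also: 0% = DMSO treated cells and 100% = cells given Gossypol at 36 µM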
# CF NFkB inh: blocks PAF-induced NF-kB reporter in cystic fibrosis cells; KKLEB NF-kB-GFP reporter, GFP fluorescence overnight; inhibition, % at 5 µM; hit rate 0.86% among 360,000; AID 588850;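 active = at least 50% inhibition at 5 µM, scaled per plate between neutral and stimulator controls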;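 also: PAF is a Pseudomonas aeruginosa culture filtrate used as stimulus; plate controls were PAF-stimulated DMSO wells for no effect and unstimulated DMSO wells for full effect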
# SRC3 inh: inhibitors of human steroid receptor coactivator 3 (SRC3); inhibition, % at 3.6 µM; hit rate 0.17% among 360,000; HEK293 GAL4-SRC3 luciferase reporter, luminescence;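 active = inhibition above a per-campaign cutoff, the mean of all compounds plus 3 SD, cut at about 60% in these data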;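 also: 0% = DMSO-treated cells and 100% = gossypol-treated cells at 36 µM; higher means less SRC3-driven luciferase light from the GAL4 reporter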
# TRAIL sens C8: caspase-8 TRAIL sensitization. NB7+C8 cells + TRAIL, ATPlite viability luminescence. inhibition (viability loss, TRAIL sensitization), % at 10 µM. hit rate 1% among 360,000. AID 624354;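 active = compounds causing at least 50% loss of cell viability in the single-dose screen, relative to plate controls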
# SRC1 inh: inhibits human SRC1 coactivator | Q15788 | HEK293 GAL4-SRC1 luciferase reporter, luminescence | inhibition, % at 3.6 µM | hit rate 0.12% among 360,000;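 active = inhibition above the campaign mean plus 3 SD, with each screening campaign given its own cutoff, cut at about 60% in these data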;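 also: 0% = DMSO treated cells and 100% = gossypol at 36 µM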
# NR2F2 inh: NR2F2 (human) inhibition, primary screen. inhibition, % at 8.6 µM. AID 686940. P24468. HEK293T NGFI-A luciferase reporter, luminescence. hit rate 0.7% among 370,000;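 active = inhibition above a per-plate cutoff, mean inhibition of test wells between control levels plus 3 SD, cut at about 38% in these data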;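 also: cells cotransfected with COUP-TFII expression vector driving the NGFI-A reporter; 0% = median of COUP-TF2 test wells and 100% = reporter-only cells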
# EBV LMP1 NFkB: inhibitors of Epstein-Barr LMP1-induced NF-kappaB reporter | LMP1-induced NF-kappaB luciferase reporter cells, luminescence | inhibition, % at 12.5 µM | hit rate 0.69% among 350,000 | AID 504558; in the data active = inhibition above about 41%;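 also: 0% = neutral control wells and 100% = reference inhibitor control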
# TWEAK-Fn14 inh: blocks TWEAK-Fn14 interaction in a reporter cell assay | TWEAK-stimulated Fn14 reporter cells, luciferase luminescence, 8 h | inhibition, % at 10 µM | hit rate 2% among 360,000 | AID 1159606; in the data active = inhibition above about 50%
# * = called active by the depositor; . = not tested or not shown.
SMILES,KKLEB tox,TROY signal inh,NR5A2 inv ag,SRC2 inh,CF NFkB inh,SRC3 inh,TRAIL sens C8,SRC1 inh,NR2F2 inh,EBV LMP1 NFkB,TWEAK-Fn14 inh
Cc1cccc2nc(-c3cccnc3)c(NCCC(C)C)n12,10.3,-5.9,4.6,-3.6,-0.7,0.8,-4.6,-9.8,2.1,6.8,-20.8
CC1CC(C)CN(CCC(=O)Nc2ccc3c(c2)CCC3)C1 (configuration not stated),-15.9,-9.0,8.9,-15.8,-16.0,15.9,1.6,-11.9,-7.0,-7.6,-4.3
COc1cccc(CN(C(=O)COc2ccc(C)cc2)C2CCS(=O)(=O)C2)c1 (configuration not stated),-1.6,-16.1,-2.6,-41.3,8.9,-8.2,10.1,8.8,-8.7,-0.1,12.2
Cc1ccc(-c2[nH]nc3c2C(c2ccoc2)C(C#N)=C(N)O3)cc1C (configuration not stated),-1.3,-10.8,12.2,.,-10.8,10.3,0.4,0.4,.,-14.2,-5.8
COc1ccc(/C=N/NC(=O)c2ccccc2)cc1OS(=O)(=O)c1ccccc1,-11.2,-20.0,-55.4,-62.8,-5.8,-22.4,7.5,-64.2,-27.7,11.8,18.1
CCN1CCN(C(=S)NC(=O)c2cccs2)CC1,4.9,8.7,-3.4,-0.9,-3.5,1.8,-21.3,-3.5,11.0,0.3,13.0
COCCCn1nnnc1SCC(=O)N1c2ccccc2CC1C (configuration not stated),-4.1,0.5,11.8,10.1,0.4,9.5,-1.2,-8.5,24.8,-2.4,5.9
CSc1cccc(NC(=O)N2CCN(C)CC2)c1,7.0,4.6,0.9,-24.1,-10.8,8.3,9.8,-5.6,1.5,.,-0.9
S=c1[nH]cnc2sc(Nc3ccccc3)nc12,-2.3,-33.2,-15.6,-49.0,-8.8,-51.7,-24.0,-26.2,-35.4,-27.2,-23.5
O=C(Oc1ccccc1)c1ccc2nccnc2c1,-11.0,1.1,5.8,-32.8,8.2,7.1,7.6,-8.3,-1.8,-1.9,-28.6
Cc1ccc(NC(=O)CSCC(=O)NCCc2ccccn2)c(C)c1,-2.6,-14.1,9.0,-21.5,9.0,-1.6,-6.7,-11.7,3.1,0.0,6.0
COc1ccc(C(=O)NC(C)Cn2nc(C)cc2C)cc1OC1CCN(C(C)=O)CC1 (configuration not stated),23.2,-24.9,-19.7,-8.8,-44.0,14.8,8.3,-11.8,5.2,2.1,-2.9
COC(=O)Cn1cnc2c(cnn2-c2ccccc2)c1=O,4.7,-44.8,-4.2,-9.3,9.6,-3.5,3.6,-4.3,-9.8,-1.5,3.9
O=C(CN(Cc1ccccc1)S(=O)(=O)c1ccccc1)N/N=C/c1ccccc1C(=O)O,7.8,2.8,-7.9,-15.6,-1.1,-6.0,-5.0,-6.1,8.0,2.3,-1.5
CCCN1CCN(C(=O)c2ccc(Sc3ccc(C)cc3)c(NC(C)=O)c2)CC1,-6.0,-0.1,-13.5,4.8,-10.0,16.8,-6.1,-12.6,8.0,-17.6,10.2
S=C(NCc1cccnc1)Nc1ccc(Oc2ccccc2)cc1,3.6,-5.7,20.6,11.3,-4.3,14.1,2.0,-3.6,18.4,-0.4,22.3
Cc1c(C(=O)N2CCOCC2)sc2ncn(CC(=O)N3CCC(C)CC3)c(=O)c12,6.9,6.9,-5.6,.,-6.0,-4.0,-13.8,-0.6,.,9.7,-17.3
C/C(=N\NC(=O)c1ccncc1)c1ccc(NC(=O)c2ccc(Cl)cc2)cc1,-11.6,-44.1,-137.8,-83.2,16.3,-67.5,-2.6,-115.1,-20.1,-10.9,-22.8
CC(C)(C)c1csc(NC(=O)c2ccc(Cl)s2)n1,-10.8,-10.0,-139.8,3.7,0.6,-70.1,36.6,-76.7,18.9,-18.3,44.2
COc1cc(NC(=S)NC2CC2)c(OC)cc1Cl,-3.9,-3.7,9.3,17.8,19.0,-10.1,3.2,10.0,-6.0,1.2,-17.5
Cc1ccc(C(=O)NC2CC3CCCC(C2)N3Cc2ccccc2)cc1 (configuration not stated),3.8,12.0,-17.3,2.5,-9.1,12.5,-1.0,-2.6,11.4,2.0,-0.8
COc1ccc(NC(=O)c2nc[nH]c2C(=O)N2CCN(C(=O)OC(C)(C)C)CC2)cc1,-7.1,9.1,-5.6,1.8,0.1,6.0,-3.5,-11.9,-1.2,3.5,-4.3
CN(C)/C=N/c1sc2c(c1C#N)CCCCC2,-0.3,-68.4,-32.2,-29.0,5.4,-40.1,0.6,-72.2,-13.5,-16.4,-11.4
CN(C)c1ccc(C(O)P(=O)(OCc2ccccc2)c2ccc(N(C)C)cc2)cc1 (configuration not stated),15.8,1.0,-8.2,16.8,-16.9,-9.0,0.8,15.4,-4.2,.,13.6
O=C(COC(=O)c1ccncc1)Nc1ccccc1,5.9,-35.6,-32.7,-72.1,-1.0,-25.1,-10.9,-28.9,-19.9,-9.9,-2.5
COc1ccc(C)cc1-n1nnnc1SCC(=O)NC1CCCC1,4.1,-19.0,17.9,6.2,7.6,12.6,5.8,4.7,11.1,-3.5,1.2
Cc1ccnc(NC(=O)c2c(-c3ccccc3Cl)noc2C)c1,11.1,3.8,4.3,-29.0,-21.3,3.1,-0.3,-13.1,7.0,-6.2,-8.5
Cc1cc2oc3ccc(NCCCn4ccnc4)cc3c(=O)c2cc1C,4.7,-54.9,-185.2,-40.6,-44.2,-148.5,38.2,-95.6,-26.6,-60.4,-15.4
COc1cccc(NC(=O)CCN2C(=O)c3ccccc3Sc3ncccc32)c1,9.5,11.2,16.7,7.9,-12.1,15.5,16.3,1.7,-4.5,-1.3,11.9
O=C(O)c1cccnc1Nc1ccc(Cl)cc1,1.0,-36.0,-105.0,-88.1,-10.5,-159.1,31.7,-62.5,-56.5,-20.3,-96.7
CCn1c(=O)n(C)c2c(=O)n(C)c(=O)n(C)c21,0.1,-2.8,22.7,2.3,-16.4,7.6,-1.5,11.6,2.5,-0.4,0.2
CCN(CC)C(=O)C(=O)N/N=C/c1cccc(Br)c1,-3.7,.,1.9,-9.7,0.2,1.6,-0.8,16.9,-2.9,-1.7,3.3
O=C(CN(Cc1cccs1)S(=O)(=O)c1ccc(S(=O)(=O)NC2CCCCC2)cc1)Nc1ccccc1,-9.7,26.8,25.5,17.9,-10.1,2.2,-1.1,-3.0,6.3,1.9,69.3*
CN(C(=O)COC(=O)Cc1c(Cl)cccc1Cl)c1c(N)n(Cc2ccccc2)c(=O)[nH]c1=O,-4.5,0.0,-4.3,-1.7,4.8,13.7,14.2,-26.3,-12.4,-0.9,-9.8
O=C(COc1ccccc1Cl)N1CCCCCCC1,-9.5,0.8,5.1,-24.4,10.6,-12.7,-6.5,-23.1,0.1,3.0,19.1
COc1ccccc1Oc1ccc(S(=O)(=O)N2CCN(C)CC2)cc1,-6.0,8.9,7.4,-9.0,4.0,-4.8,-7.2,5.6,-21.7,-4.6,12.8
Cc1[nH]n(-c2cccc3ccccc23)c(=O)c1/C=N/c1sc2c(c1C#N)CCC2,-0.7,4.8,2.3,-5.7,-1.6,9.2,-16.8,-12.7,-4.7,-8.0,9.9
CCCc1cc(=O)[nH]c(SCC(=O)NC(=O)OCC)n1,-2.2,8.5,3.4,-5.6,-16.1,16.0,5.1,6.9,-4.7,-3.8,16.3
CC(=O)N(C(C)=O)c1cccc(N(Cc2ccccc2)Cc2ccccc2)c1,-0.1,20.4,15.0,10.9,32.5,-8.7,0.1,1.9,19.7,6.3,46.6
COc1ccc(-c2nnc(SCc3c(C)noc3C)o2)cc1,5.2,-28.9,-36.9,-3.6,4.9,-20.8,8.3,-15.1,8.2,-66.3,17.6
CCOC(=O)Cn1nc(C)c(-c2ccccc2)c1N,-15.5,-2.0,12.6,6.6,-3.0,-2.6,1.9,-9.1,-3.0,-2.7,-6.4
Nc1cc(Cl)ccc1C(=O)OCC(=O)NC(=O)NCc1ccccc1,-3.6,23.8,-5.2,21.9,6.1,14.4,18.8,-12.8,1.4,0.9,-1.7
CCCSc1nnc(-c2c[nH]c3ccccc23)n1CC,11.8,-6.3,6.5,15.7,-4.7,-15.2,-0.9,-13.0,7.7,-1.1,-6.1
COc1ccc(C2(O)C(=O)Nc3ccc(C)cc32)cc1OC (configuration not stated),2.5,3.1,11.0,5.4,3.9,-5.3,0.4,-52.8,-1.8,0.4,21.1
CCOc1ccc(N2C(=O)CSC2=S)cc1,0.4,23.1,-2.3,7.7,13.1,8.7,-5.6,14.2,-12.4,4.2,33.3
COc1ccc(C2CC(=O)C=C(NCC3CCCO3)C2)cc1 (configuration not stated),0.0,-6.3,-3.2,2.5,-4.6,14.1,-0.7,-7.3,2.3,-0.6,-25.7
COc1ccc(N2CCN(C(=O)CCS(=O)(=O)c3cccc4nsnc34)CC2)cc1,-1.0,-16.1,11.5,-30.9,-4.3,6.6,-0.5,-10.4,-12.3,9.0,0.9
CCc1nn(CC(=O)NCCc2ccc(S(N)(=O)=O)cc2)c(=O)c2cc3sccc3n12,1.5,-9.2,5.7,.,21.2,-4.9,21.9,11.5,.,3.8,-7.4
O=C(CCS(=O)(=O)c1ccc(Cl)cc1)Oc1ccc2c(c1)OCO2,-5.1,-2.4,-0.9,12.8,-3.5,0.0,10.3,-3.8,0.3,0.1,7.1
COc1ccccc1-c1noc(CCC(=O)Nc2cccc(C)c2)n1,8.7,-26.0,-26.5,11.7,-10.8,7.8,-7.5,-9.0,1.5,1.8,-7.6
Cc1ccc(C(=O)N[C@H](C(=O)OCc2cc(=O)n3c(n2)sc2ccccc23)C(C)C)cc1,-28.5,25.7,-13.8,-21.2,13.6,-0.6,4.7,-42.9,1.8,14.6,6.6
Cc1c(O)cc2n(c1=O)-c1ccc(Cl)cc1C2(C)C,-5.0,-3.3,4.1,-6.9,-2.4,3.4,-11.4,-5.4,10.7,-1.1,-10.7
CC(=O)C1=C(O)C(=O)N(CCCn2ccnc2)C1c1ccc(Br)cc1 (configuration not stated),-8.1,8.3,-5.3,12.8,-5.0,-12.2,8.3,-12.6,3.2,7.3,-10.8
COc1ccc2[nH]c3c(=O)n(CCCCC(=O)N4CCC(C(N)=O)CC4)c(=S)[nH]c3c2c1,5.1,5.4,13.1,.,-1.8,-15.4,-4.1,-2.0,.,65.1*,-18.0
CCCNC(=O)C1(C)CCCN(C(=O)Cc2ccc3ccccc3c2)C1 (configuration not stated),-7.0,-2.0,-18.1,-10.2,-2.6,15.0,1.1,-3.9,-1.3,.,1.3
NC(=O)c1ccccc1NC(=O)c1cc(S(=O)(=O)N2CCCCC2)ccc1N1CCOCC1,3.2,-17.8,-20.3,-2.4,-10.1,-16.2,5.3,-9.4,-0.3,-12.3,-9.7
CC(c1cccnc1)N(CCN(C)C)C(=O)Nc1ccc(Cl)cc1 (configuration not stated),-3.6,-49.9,-17.1,-1.4,1.7,1.6,5.4,0.4,5.0,-4.6,-42.5

# High-throughput results deposited in PubChem by several laboratories.

# Outcome played no part in choosing rows; any-hit rate near 4.2%.
